KB-3-1 cytotox: KB-3-1 parental cell cytotoxicity; 1.4% of 400,000 active; KB-3-1 viability, CellTiter-Glo ATP luminescence, 72 h; Potency, µM (series often up to 46.1 µM), for the others: at the highest dose activity change, negative = cytotoxic, most hits filed as cytotoxic; further: potency means the concentration at half of the fitted maximal effect; on the % scale 0 is the no-effect control and ±100 the full control effect; nearly all actives have a fitted effect of over 60% in size
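Here the drug-naive KB-3-1 line serves as comparator for MDR sub-line selectivity; cells received compound titrations, 72 h at 37 °C, then CellTiter-Glo readout.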
ATXN2 expr inh: reduces ATXN2 reporter expression in HEK-293 cells; 0.72% of 360,000 active; HEK-293 ATXN2-luciferase reporter, luminescence, 24 h; Potency, µM (highest dose often 57 µM), inactives show at the top dose activity change, negative = inhibition, most hits filed as inhibitors; further: potency means the concentration at half of the fitted maximal effect; on the % scale 0 is the no-effect control and ±100 the full control effect; nearly all actives have a fitted effect of over 55% in size
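qHTS (up to 57 uM final) was run with 24 h compound exposure of reporter cells at 37 °C. Each well was multiplexed: SteadyGlo luminescence measured ATXN2-luciferase expression after a fluorogenic Gly-Phe-AFC viability readout (25 uM final).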
HT1080 IDH1KD tx: toxicity to HT-1080 IDH1 knockdown cells (counter line). HT-1080 IDH1 knockdown viability, ATP luminescence, 48 h. Potency, µM (top dose mostly 46.1 µM), for inactives: at the top dose activity, negative = toxicity, usual class: cytotoxic. 2% of 360,000 active;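 further: potency means the concentration at half of the fitted maximal effect; 0% = DMSO wells and -100% = cell-free medium wells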
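CellTiter-Glo luminescence after 48 h compound exposure at 37 degrees C of IDH1-knockdown HT-1080 cells in 5% FBS RPMI. %Activity scaled between DMSO wells and cell-free media wells, with curves fitted and assigned curve classes.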
HT1080-NT tox: kills 2HG-producing HT-1080-NT fibrosarcoma cells. HT-1080-NT fibrosarcoma viability, CellTiter-Glo ATP luminescence, 48 h. Potency, µM (top dose mostly 46.1 µM), for inactives: at the top dose activity, negative = less viability, hits mostly cytotoxic. 1.6% of 360,000 active. AID 686970;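 further: NT is the 2HG producing partner of a matched IDH1 knockdown line; potency means the concentration at half of the fitted maximal effect; 0% = DMSO-treated cells and -100% = media-only wells without cells; nearly all actives have a fitted effect of over 55% in size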
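Luminescent CellTiter-Glo readout after 48 hours of compound exposure at 37 degrees C defined viability of HT-1080-NT cells. Activity was normalized to DMSO wells and cell-free media wells; concentration-response curves were fitted and assigned curve classes.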
SW480 rereplic: inducers of DNA re-replication in SW480 colon cancer cells; 1.8% of 340,000 active; SW480 DNA re-replication, Hoechst DNA content imaging, 48 h; Potency, µM (top dose mostly 46.1 µM), inactives show top-dose re-replication activation, usual class: activators; further: potency means the concentration at half of the fitted maximal effect; % of control where 0% means no effect; nearly all actives have a fitted effect of over 55% in size
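Per well, 250 cells were exposed to pinned compound for 48 hr. Nuclear DNA was visualised with Hoechst (40 min, 37 C) and total object intensity recorded by fluorescence scanning.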
WRN inhibitor: WRN helicase (human) inhibition; Q14191; WRN helicase unwinding, fluorescent forked duplex, kinetic; Potency, µM (titrated, usually from 114 µM), inactives show at the top dose activity change, negative = inhibition, usual class: inhibitors; 0.46% of 360,000 active; AID 651768; further: potency means the concentration at half of the fitted maximal effect; on the % scale 0 is the no-effect control and ±100 the full control effect; nearly all actives have a fitted effect of over 55% in size
Target sequence (Q14191 whole entry, looked up): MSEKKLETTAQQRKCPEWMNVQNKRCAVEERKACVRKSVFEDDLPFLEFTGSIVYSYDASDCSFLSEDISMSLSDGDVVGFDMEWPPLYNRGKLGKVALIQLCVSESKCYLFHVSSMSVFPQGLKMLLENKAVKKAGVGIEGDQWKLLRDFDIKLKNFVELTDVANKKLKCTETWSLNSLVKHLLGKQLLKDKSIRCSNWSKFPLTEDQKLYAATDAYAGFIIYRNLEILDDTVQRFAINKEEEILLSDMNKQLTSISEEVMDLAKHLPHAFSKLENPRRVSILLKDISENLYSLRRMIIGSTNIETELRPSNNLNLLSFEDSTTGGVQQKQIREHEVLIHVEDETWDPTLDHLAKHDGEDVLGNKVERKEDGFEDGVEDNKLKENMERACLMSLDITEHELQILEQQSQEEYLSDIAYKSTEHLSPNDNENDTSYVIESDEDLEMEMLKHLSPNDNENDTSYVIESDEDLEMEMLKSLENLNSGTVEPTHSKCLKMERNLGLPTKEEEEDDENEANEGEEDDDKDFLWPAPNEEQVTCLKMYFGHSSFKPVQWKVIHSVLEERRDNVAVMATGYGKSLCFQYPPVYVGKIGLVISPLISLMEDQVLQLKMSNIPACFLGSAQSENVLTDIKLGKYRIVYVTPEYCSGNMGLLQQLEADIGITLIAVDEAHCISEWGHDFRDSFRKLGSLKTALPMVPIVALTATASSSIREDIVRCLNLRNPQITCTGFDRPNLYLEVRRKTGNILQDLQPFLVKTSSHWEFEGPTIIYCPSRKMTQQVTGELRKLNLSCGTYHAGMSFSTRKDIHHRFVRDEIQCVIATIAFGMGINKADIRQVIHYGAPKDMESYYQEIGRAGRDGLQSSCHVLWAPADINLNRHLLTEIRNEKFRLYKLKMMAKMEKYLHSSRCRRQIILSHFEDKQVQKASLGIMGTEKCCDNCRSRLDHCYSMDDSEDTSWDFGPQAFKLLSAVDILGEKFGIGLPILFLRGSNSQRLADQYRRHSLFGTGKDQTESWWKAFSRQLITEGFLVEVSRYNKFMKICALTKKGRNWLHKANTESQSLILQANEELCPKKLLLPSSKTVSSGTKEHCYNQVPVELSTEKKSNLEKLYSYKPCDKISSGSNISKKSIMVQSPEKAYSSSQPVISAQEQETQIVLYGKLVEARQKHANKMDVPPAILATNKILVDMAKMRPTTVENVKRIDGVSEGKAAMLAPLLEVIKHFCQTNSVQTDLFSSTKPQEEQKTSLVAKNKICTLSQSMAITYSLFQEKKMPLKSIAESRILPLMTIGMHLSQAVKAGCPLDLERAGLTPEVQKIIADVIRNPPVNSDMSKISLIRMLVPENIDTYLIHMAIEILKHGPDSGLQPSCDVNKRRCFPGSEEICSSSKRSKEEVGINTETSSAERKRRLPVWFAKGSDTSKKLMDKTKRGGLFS
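Kinetic red-fluorescence monitoring (525/598 nm) tracks WRN helicase activity after 100 nM fluorophore-quencher forked duplex and 2 mM ATP are added to 20 nM enzyme pretreated 15 min at room temperature with compound.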
IL1B secr inh: inflammasome signaling inhibition, IL-1 beta readout; AID 743279; 4.7% of 360,000 active; activity change, % at 57.5 µM; THP-1 LPS/ATP IL-1B secretion, AlphaLISA, 16 h; stronger effect = lower value; in the data active means activity change below about -50%; inconclusive means mostly about -30% to -49%; further: on the % scale 0 is the no-effect control and ±100 the full control effect
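THP-1 cells pretreated 1 hr with compounds (up to 57.5 uM final), then stimulated with LPS (250 ng/mL final) plus ATP (1.25 mM final); secreted IL-1B measured by AlphaLISA after 16 hr, decreased signal indicating inhibition.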
KB-V1 MDR tox: KB-V1 MDR subline cytotoxicity | Potency, µM (series often up to 46.1 µM), for inactives: at the top dose activity change, negative = cytotoxicity, hits mostly cytotoxic | 3.4% of 400,000 active | AID 1347076 | KB-V1 MDR cells viability, CellTiter-Glo, 72 h; further: potency means the concentration at half of the fitted maximal effect; on the % scale 0 is the no-effect control and ±100 the full control effect; nearly all actives have a fitted effect of over 60% in size
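Cytotoxicity toward P-gp-expressing KB-V1 cells was determined as loss of CellTiter-Glo luminescence after 72 h at 37 degrees C. Compounds were tested in quantitative HTS format across a concentration range, with curves fitted to normalized data.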
MCF10A rerep: induces DNA re-replication in MCF 10a normal breast cells | MCF 10A DNA re-replication, Hoechst nuclear intensity, 48 h | 2.9% of 350,000 active | Potency, µM (highest dose often 46.1 µM), inactives show at the top dose activity, positive = re-replication, usual class: activators; further: potency means the concentration at half of the fitted maximal effect; % of control where 0% means no effect; nearly all actives have a fitted effect of over 50% in size
* = called active by the depositor; ? = inconclusive; nt = not tested or not shown; [ ] = remark or other dose. Unless noted, the call rests on the fitted dose curve; in most records, active means well fitted curve in the direction sought with a large enough effect; inconclusive means small, poorly fitted or top-dose-only effect, or another doubt; inactive means no such curve, though single readings can be large; an effect the other way counts as inactive or inconclusive.

1: CC1(C(=O)NC2CCCC2)CCC(=O)N1Cc1ccccc1 (configuration not stated)
2: NC(=O)c1nsc(C(=O)N(c2ccc3c(c2)OCCO3)C(C(=O)NCC2CCCO2)c2ccc(F)cc2)c1N (configuration not stated)
3: Cc1ccc(C)c2[nH]c(=O)c(CN(CCN3CCOCC3)Cc3nnnn3CC3CCCO3)cc12 (configuration not stated)
4: CC(C(=O)NCC1CCCO1)N1C(=O)C2C3CC(C(Br)C3Br)C2C1=O (configuration not stated)
5: Cc1cnc(C(=O)OCC(=O)c2ccc[nH]2)cn1
6: CCCOC(=O)/C(C(N)=NCc1ccccc1)=C(\O)OCCC
7: C/C(=C\C(=O)c1ccc(Br)cc1)Nc1cccc(Cl)c1
8: O=C(CC(NS(=O)(=O)c1ccc(Cl)cc1)c1ccco1)NC1CCCC1 (configuration not stated)
Assay by compound	1	2	3	4	5	6	7	8
WRN inhibitor	-4%	10%	7%	6%	-17%	-14%	-3%	-10%
HT1080-NT tox	5%	0%	2%	11%	8%	-4%	-7%	7%
KB-V1 MDR tox	13%	-27%	3%	10%	6%	?	10%	-7%
KB-3-1 cytotox	16%	?	-15%	11%	7%	?	0%	0%
IL1B secr inh	-24	-23	-3	13	5	-7	18	6
HT1080 IDH1KD tx	1%	3%	-4%	9%	9%	?	-17%	9%
SW480 rereplic	9%	3%	1%	3%	1%	?	0%	-1%
ATXN2 expr inh	1%	3%	3%	3%	3%	-24%	59%[activator]	14%
MCF10A rerep	1%	17%	-3%	4%	-1%	?	29%	?

9: COc1ccc(-c2nc(S(=O)(=O)c3ccccc3)c(NCCCN3CCOCC3)o2)cc1
10: COc1ccc(NC(=O)Nc2cccc3c2O[C@H](CN(C)S(=O)(=O)c2ccccc2)[C@@H](C)CN([C@H](C)CO)C3=O)cc1
11: Cc1ccccc1-c1nnc(SCC(=O)NC2CCCC2)n1C
12: CCn1cc(C(C)(C)C)c(C#N)c1NC(C)=O
13: CNc1cc(NS(=O)(=O)c2ccc(N)cc2)nc(NC)n1
14: CCc1ccc(NC(=O)c2cc(-c3ccc4c(c3)OCO4)on2)cc1
15: CCN(CC)CCn1c2ccccc2c2nc3ccccc3nc21
16: Cc1ccc(NC(=O)c2ccco2)c(NC(=O)C2CCCO2)c1 (configuration not stated)
17: C[C@@H](NC(=O)[C@@H]1CCCN1C(=O)[C@@H]1CCCN1)c1ccccc1
18: O=C1COc2ccc(S(=O)(=O)N3CCN(c4cccc(C(F)(F)F)c4)CC3)cc2N1
19: O=C(O)c1n[nH]c2ccccc12
Assay by compound	9	10	11	12	13	14	15	16	17	18	19
WRN inhibitor	6%	4%	2%	-19%[57.1 µM]	5%	11%	2%[11.6 µM]	2%	0%	1%	-6%
HT1080-NT tox	4%	-8%	-1%	6%	-1%	0%	-25%	10%	13%	?	12%
KB-V1 MDR tox	-7%	-8%	14%	-1%	0%	4%	?	0%	0%	-3%	9%
KB-3-1 cytotox	1%	-5%	?	-2%	0%	-4%	?	2%	11%	2%	23%
IL1B secr inh	-20	-17	5	0	12	-14	-97*	12	25	15	0
HT1080 IDH1KD tx	0%	?	3%	5%	1%	-5%	-21%	9%	5%	-30%	12%
SW480 rereplic	-1%	11%[9.22 µM]	0%	-5%	-34%[inhibitor]	-3%	?	21%	nt	?	-1%
ATXN2 expr inh	nt	3%	7%	3%	6%	-10%	nt	6%	14%	-24%	-2%
MCF10A rerep	-1%	3%	2%	-13%	1%	13%	?	-6%	nt	-1%	-2%

Nos. 7 to 19, quoted:
7: C/C(=C\C(=O)c1ccc(Br)cc1)Nc1cccc(Cl)c1
8: O=C(CC(NS(=O)(=O)c1ccc(Cl)cc1)c1ccco1)NC1CCCC1 (configuration not stated)
9: COc1ccc(-c2nc(S(=O)(=O)c3ccccc3)c(NCCCN3CCOCC3)o2)cc1
10: COc1ccc(NC(=O)Nc2cccc3c2O[C@H](CN(C)S(=O)(=O)c2ccccc2)[C@@H](C)CN([C@H](C)CO)C3=O)cc1
11: Cc1ccccc1-c1nnc(SCC(=O)NC2CCCC2)n1C
12: CCn1cc(C(C)(C)C)c(C#N)c1NC(C)=O
13: CNc1cc(NS(=O)(=O)c2ccc(N)cc2)nc(NC)n1
14: CCc1ccc(NC(=O)c2cc(-c3ccc4c(c3)OCO4)on2)cc1
15: CCN(CC)CCn1c2ccccc2c2nc3ccccc3nc21
16: Cc1ccc(NC(=O)c2ccco2)c(NC(=O)C2CCCO2)c1 (configuration not stated)
Assay by compound	7	8	9	10	11	12	13	14	15	16
WRN inhibitor	-3%	-10%	6%	4%	2%	-19%[57.1 µM]	5%	11%	2%[11.6 µM]	2%
HT1080-NT tox	-7%	7%	4%	-8%	-1%	6%	-1%	0%	-25%	10%
KB-V1 MDR tox	10%	-7%	-7%	-8%	14%	-1%	0%	4%	?	0%
KB-3-1 cytotox	0%	0%	1%	-5%	?	-2%	0%	-4%	?	2%
IL1B secr inh	18	6	-20	-17	5	0	12	-14	-97*	12
HT1080 IDH1KD tx	-17%	9%	0%	?	3%	5%	1%	-5%	-21%	9%
SW480 rereplic	0%	-1%	-1%	11%[9.22 µM]	0%	-5%	-34%[inhibitor]	-3%	?	21%
ATXN2 expr inh	59%[activator]	14%	nt	3%	7%	3%	6%	-10%	nt	6%
MCF10A rerep	29%	?	-1%	3%	2%	-13%	1%	13%	?	-6%

17: C[C@@H](NC(=O)[C@@H]1CCCN1C(=O)[C@@H]1CCCN1)c1ccccc1
18: O=C1COc2ccc(S(=O)(=O)N3CCN(c4cccc(C(F)(F)F)c4)CC3)cc2N1
19: O=C(O)c1n[nH]c2ccccc12
Assay by compound	17	18	19
WRN inhibitor	0%	1%	-6%
HT1080-NT tox	13%	?	12%
KB-V1 MDR tox	0%	-3%	9%
KB-3-1 cytotox	11%	2%	23%
IL1B secr inh	25	15	0
HT1080 IDH1KD tx	5%	-30%	12%
SW480 rereplic	nt	?	-1%
ATXN2 expr inh	14%	-24%	-2%
MCF10A rerep	nt	-1%	-2%

Compound activity: PubChem BioAssay, National Center for Advancing Translational Sciences (NCATS)
